14-3-3g Raf = modulators of 14-3-3 gamma protein binding, primary screen, biochemical, fluorescence polarization; inhibition, % at 40 µM; 14-3-3 protein gamma (Homo sapiens), P61981; FP, 14-3-3gamma / TMR-pS259-Raf peptide binding; actives 0.19% (n = 160,000); in the data active = inhibition above about 30%;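 note: 0% = protein plus tracer without compound and 100% = blank with tracer alone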
Target sequence (P61981 whole entry, looked up): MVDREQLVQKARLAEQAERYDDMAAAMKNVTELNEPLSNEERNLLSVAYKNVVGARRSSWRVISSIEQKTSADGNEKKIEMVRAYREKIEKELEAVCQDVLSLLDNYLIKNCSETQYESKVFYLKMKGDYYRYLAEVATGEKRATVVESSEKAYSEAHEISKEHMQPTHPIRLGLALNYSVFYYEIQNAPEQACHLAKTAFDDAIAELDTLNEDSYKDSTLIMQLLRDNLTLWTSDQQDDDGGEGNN
* marks the source's active call; other numbers are inactive results; & = joins results of further samples. The list is partial (hit frequency here may not be typical).

structure	14-3-3g Raf
O=C(NCc1ccccc1)C1CCN(S(=O)(=O)c2cccc3cccnc23)CC1	-3.0
Cc1ccc(C(c2sc3nc(C)nn3c2O)N2CCN(C(=O)c3ccco3)CC2)cc1 (stereo not drawn)	-4.8
CC(NC(=O)c1ccc2c(c1)OCCO2)C12CC3CC(CC(C3)C1)C2 (stereo not drawn)	-2.9
CCOC(=O)CSc1ncnc2c1nnn2-c1ccc(F)cc1	-0.9
Cc1ccc2nc(-c3ccccc3)c(-c3ccccc3)nc2c1	-10.7
CCCCn1nnnc1SCC(=O)c1ccc(C)c(C)c1	-4.7
CCOC(=O)c1cccnc1SCc1cc(=O)n2ccccc2n1	-8.8
CCC(Sc1nccn1C)C(=O)Nc1cc(C)on1 (stereo not drawn)	-7.0
CCN(CC)C(=O)c1cc2c(n(-c3ccccc3)c1=O)CC(C)(C)CC2=O	-4.2
COc1cc(C2Nc3ccc4ccccc4c3C3=C2CC(C)(C)CC3=O)ccc1O (stereo not drawn)	1.7
Cc1ccc(NC2OC(=O)c3ccccc32)cc1C (stereo not drawn)	-3.6
O=C(NCc1ccc(F)cc1)C1CC(=O)N(c2ccc(F)cc2)C1 (stereo not drawn)	-4.1
Cc1ccc(Cn2c(=O)n(Cc3ccc(C(=O)NC4CCCC4)cc3)c(=O)c3ccccc32)cc1	4.7
COc1ccc(C)cc1NC(=O)CCS(=O)(=O)c1ccc(Br)s1	-19.6
Cc1ccc(-c2noc(CCC(=O)N3CCCC(C)C3)n2)cc1 (stereo not drawn)	-0.4
Cc1ccc(S(=O)(=O)N2CCN(c3ccc([N+](=O)[O-])c(NCc4ccco4)c3)CC2)cc1	-6.6
O=C1[C@@H]2CSCN2C(=O)CN1CCc1cccc(F)c1	1.5
O=C(CSc1nnc(-c2ccncc2)o1)c1cccc([N+](=O)[O-])c1	-1.1
CN1C(=O)c2ccccc2C(C(=O)Nc2ccc3c(c2)OCCO3)C1c1c[nH]c2ccccc12 (stereo not drawn)	-4.0
CNc1cc(C)nc(-n2nc(C)cc2C)n1	1.5
CC(C)CNC(=O)c1cc(-c2ccc(Cl)c(Cl)c2)on1	-5.0
O=C(NCc1ccc(Cl)cc1)C1(S(=O)(=O)c2ccc(Cl)cc2)CC1	-1.0
Cn1c(C(=O)O)cc2ccccc21	-12.7
CCCCc1ccc(NC(=O)C2CCCO2)cc1 (stereo not drawn)	1.7
CC1(C)N=C(N)N=C(N)N1c1ccc(Oc2ccc(Cl)cc2)c(Cl)c1	-18.4

The closing two records of the section above lead into the next.
structure	14-3-3g Raf
CCCCc1ccc(NC(=O)C2CCCO2)cc1 (stereo not drawn)	1.7
CC1(C)N=C(N)N=C(N)N1c1ccc(Oc2ccc(Cl)cc2)c(Cl)c1	-18.4
O=C(CSC1=NC(=O)C(Cc2ccccc2)C(=O)N1)Nc1ccccn1 (stereo not drawn)	-9.8
Cc1ccnc(N2CCC(C(=O)Nc3ccc4c(c3)CCC4)CC2)n1	-10.0
CN1CCN(C(=O)c2ccc3c(=O)n(-c4ccccc4)c(=S)[nH]c3c2)CC1	-5.9
COc1ccccc1NC(=O)C1(C)Cc2ccccc2C(=O)O1 (stereo not drawn)	-0.9
Cc1cc(C)cc(OCC(=O)N(Cc2cccs2)C2CCS(=O)(=O)C2)c1 (stereo not drawn)	-7.4
COc1ccc(C2=NN(C(C)=O)C(c3cc4cc5c(cc4nc3Cl)OCCO5)C2)cc1 (stereo not drawn)	-17.0
COC(=O)c1ccccc1NC(=O)c1ccc(-c2ccccc2F)o1	-13.5
COc1cccc(NC(=O)CNC(C)CCC(C)C)c1 (stereo not drawn)	-0.5
COc1ccc(OC)c(C2NC(=O)c3c(sc4c3CCCC4)N2)c1 (stereo not drawn)	-6.5
CC(C)NC(=O)c1ccc2c(c1)NC(=O)C(N1CCOCC1)S2 (stereo not drawn)	3.0
Cc1ccc(C(=O)NC2CC(C)(C)NC(C)(C)C2)cc1[N+](=O)[O-]	4.8
CCOC(=O)c1ccc(NS(C)(=O)=O)cc1	6.1
Cc1nn(C)c(C)c1CN(C)S(=O)(=O)c1ccc(F)cc1	9.9
Cn1nnnc1SCC(=O)N1CCN(c2ccc(Cl)cc2)CC1	-12.1
Cc1ccc(C)n1-c1ccc2c(c1)COC2=O	1.9
CCOC(=O)c1c(NC(=O)COc2cccc(C)c2C)sc2c1CCCCC2	-11.2
CC(C)CN(CC(C)C)S(=O)(=O)c1cccc2cccnc12	-9.9
O=C(c1cccc(S(=O)(=O)N2CCOCC2)c1)N1CCCCCC1	-5.8
CCOC(=O)c1ccc2c(c1)nc(C1CCN(S(=O)(=O)c3cccs3)CC1)n2CC	-8.0
CCC(C)(C(=O)NC1CCCCC1)N(C(=O)Cc1cccs1)c1ccccc1 (stereo not drawn)	-4.9
CC1=C(C(=O)OC(C)C)C(c2ccc3c(c2)OCO3)C(C(=O)OC(C)C)=C(C)N1	-7.5
COc1ccccc1N1CCN(C(=O)Cn2cnc3sc(C)c(C)c3c2=O)CC1	-16.2
Cc1oc2c(c(=O)c1C)C(=O)CC(c1ccccc1)C2 (stereo not drawn)	-7.8
Cc1c(NC(=O)c2cccc(S(=O)(=O)N3CCOCC3)c2)c(=O)n(-c2ccccc2)n1C	5.7
O=[N+]([O-])c1cc(Br)cc(C=Nc2ccc3oc(-c4ccncc4)nc3c2)c1O	-27.2

Ordered by value in 14-3-3g Raf (largest number first): some entries from above.
structure	14-3-3g Raf
Cc1c(NC(=O)c2cccc(S(=O)(=O)N3CCOCC3)c2)c(=O)n(-c2ccccc2)n1C	5.7
COc1ccc(OC)c(C2NC(=O)c3c(sc4c3CCCC4)N2)c1 (stereo not drawn)	-6.5
COc1ccccc1N1CCN(C(=O)Cn2cnc3sc(C)c(C)c3c2=O)CC1	-16.2

2 entries from above, with the structure last:
14-3-3g Raf | compound
4.8 | Cc1ccc(C(=O)NC2CC(C)(C)NC(C)(C)C2)cc1[N+](=O)[O-]
6.1 | CCOC(=O)c1ccc(NS(C)(=O)=O)cc1

Next records follow:
structure	14-3-3g Raf
CC(=O)NCN1CCN(CNC(C)=O)CC1	-5.0
CCOC(=O)c1c(C)[nH]c(C(=O)CN2C(=O)NC(CC)(c3ccccc3)C2=O)c1C (stereo not drawn)	3.7
O=C(NCCc1ccccc1)C1CCC(=O)N1C1CCCC1 (stereo not drawn)	1.8
O=C(c1ccncc1)N1CCN(S(=O)(=O)c2ccc(Cl)cc2)CC1	1.9
N#CC1(c2ccccc2)CCC(=NO)CC1 (stereo not drawn)	-3.6
CCOC(=O)c1c(NC(=O)c2cccc(Cl)c2)sc(C(=O)Nc2ccccc2C)c1C	-6.2
COc1ccc(OC)c(N2C(=O)[C@@H]3C(c4ccccc4Cl)=NO[C@@H]3C2=O)c1	-21.5
COc1cccc(C2=NOC(C(=O)N3CCOCC3)C2)c1 (stereo not drawn)	2.6
Cc1cc(Nc2ccc(F)cc2C)n2nc(C)nc2n1	-2.5
Cc1cccc(CC(=O)N2CC(=O)Nc3ccc(C)cc3C2c2ccccc2)c1 (stereo not drawn)	-11.9
COc1ccccc1N1CCN(C/C=C/c2ccc(N(C)C)cc2)CC1	-0.6
COc1ccccc1NS(=O)(=O)c1ccc(OC)c(OC)c1	1.2&1.5
CC(NO)C(C)(C)NO (stereo not drawn)	0.3
Cn1c(-c2ccc(F)cc2)cnc1NCc1ccc(C#N)cc1	2.4
COc1cccc(C(=O)Nc2cc(C)c3c(=O)oc4ccccc4c3n2)c1	-6.5
O=C(CC1N=C2c3ccccc3N=C(SCc3cccc([N+](=O)[O-])c3)N2C1=O)NCCc1ccccc1 (stereo not drawn)	-45.3
CCOC(=O)c1c(NC(=O)c2ccc(Cl)cc2)sc2c1CC(C)(C)OC2	-10.1
COc1cccc(C(=O)N2CC(=O)Nc3ccc(Br)cc3C2c2ccc(F)cc2)c1 (stereo not drawn)	1.1
CS(=O)(=O)N1CCN(c2c(Cl)cccc2[N+](=O)[O-])CC1	-1.3
Cc1ccccc1NC(=O)c1ccc(F)c(S(=O)(=O)N2CCN(c3ccccn3)CC2)c1	-3.0&-13.6
CC(=O)COc1ccc2c3c(c(=O)oc2c1)CCCC3	-1.3
C=CCn1c(=O)c2ccccc2n2c(Sc3nnnn3-c3ccccc3)nnc12	-0.6
O=C(NCCN1CCOCC1)C1CCN(c2nc3ccccc3o2)CC1	2.5&-1.1
CCOc1cc(C2C(C(=O)OC3CCCC3)=C(C)NC3=C2C(=O)CCC3)ccc1OC(C)=O (stereo not drawn)	-9.0
COCCOC(=O)C1=C(C)NC(=O)NC1c1ccc(Cl)cc1 (stereo not drawn)	-4.6&-0.9
O=C(O)C1CCN(S(=O)(=O)N2CCOCC2)CC1	5.6&-6.6
Cn1c(=O)cc(SCC(=O)N2CCCC2)c2ccc(Cl)cc21	3.5&-4.2
COc1cccc(CNCc2ccc3c(c2)OCO3)c1OC	-0.1
Cc1ccc(-n2nc3c(c2NC(=O)C24CC5CC(CC(C5)C2)C4)CSC3)cc1	3.2
Cc1cccc(N2CCN(S(=O)(=O)c3ccc4c(c3)CCC(=O)N4)CC2)c1C	-59.8
C[C@H](CCC(=O)O)[C@H]1CC[C@H]2[C@@H]3C(=O)C[C@@H]4CC(=O)CC[C@]4(C)[C@H]3CC(=O)[C@]12C	-8.3
CC(C)CCNC(=O)C1CCC(=O)N1CCc1ccccc1 (stereo not drawn)	-4.8
CC(=O)NC1=NN(C(C)=O)C(C(Cl)=Cc2ccc([N+](=O)[O-])cc2)S1 (stereo not drawn)	-2.5
CCOC(=O)c1nc(Nc2ccc(C)cc2Br)c2ccccc2n1	-9.4
COc1ccc2c(Cl)c(C(=O)NC3CCS(=O)(=O)C3)sc2c1 (stereo not drawn)	10.8
Cc1cc(Br)ccc1NC(=O)CCC(=O)Nc1ccc2nc(N3CCN(C)CC3)cc(C)c2c1	6.5
Cc1ccc(-n2cc(-c3ccccc3)nc2SCC(=O)Nc2ccc(Cl)cc2)cc1	3.6
CCCCCCCOC(=O)c1ccc(N2C(=O)c3cccc([N+](=O)[O-])c3C2=O)cc1	-11.4
CCOC(=O)c1c(NC(=O)C2CCCN2S(=O)(=O)c2cccc3nsnc23)sc2c1CCCC2 (stereo not drawn)	-4.9
O=C1CCCC2=C1C(c1cccnc1)Nc1ccc3ccccc3c12 (stereo not drawn)	-7.0
CCN(CC)C(=O)C1CCCN(S(=O)(=O)c2cc([N+](=O)[O-])ccc2N2CCc3ccccc3C2)C1 (stereo not drawn)	-1.1
Cc1ncc([N+](=O)[O-])n1Cc1ccc(Cl)cc1	-7.3
Cc1ccc(CNC(=O)c2cccn3c(=O)c4ccc(Cl)cc4nc23)o1	-12.8
Cc1ccc(C)c(Cn2c(=O)n(Cc3ccccc3)c(=O)c3ccccc32)c1	1.8
CCn1c2ccccc2c2cc(CN3CCC(N4CCN(c5ccccc5)CC4)CC3)ccc21	-7.8
Cc1occc1C(=O)Nc1ccc2c(c1)OCO2	-0.3
O=C(NCc1cccs1)c1ccc2c(c1)N(Cc1ccccc1F)C(=O)c1ccccc1S2	-5.4
Cc1cc(C)nc(Nc2ncc(O)n2-c2ccc(C)c(Cl)c2)n1	-3.2
COCCNC(=O)C1CCC(Cn2c(=S)[nH]c3ccccc3c2=O)CC1 (stereo not drawn)	-10.9
S=c1[nH]nc(-c2cccnc2)o1	-2.9&-2.4

Later entries.
structure	14-3-3g Raf
O=C(OCC(=O)N1CCN(c2ccccc2)CC1)c1ccccn1	-2.1
COc1cc(NS(=O)(=O)c2ccc(Nc3nc(-c4ccc(C)c(C)c4)cs3)cc2)nc(OC)n1	-6.6
C=CCn1c(CCCNC(=O)C(C)(C)C)nc2ccccc21	-6.4
O=C(c1ccccc1)N1CCN(Cc2c[nH]c3ccccc23)CC1	7.4
Nc1cc(C(=O)O)ccc1NC(=O)c1ccccc1	-8.6
O=C(O)C1CSCN1S(=O)(=O)c1cccc2nsnc12 (stereo not drawn)	3.6
COc1cc(C2Nc3c(Cl)cccc3C3C=CCC32)cc(Br)c1OC (stereo not drawn)	-0.7
COc1ccc(S(=O)(=O)Cc2ccc(C(=O)NC3CCCC3)o2)cc1	-11.6
COc1ccc(N(CC(=O)NC2CCCC2)C(=O)Cn2nnc(-c3ccc(F)cc3)n2)cc1OC	-1.8
CC1(C)Cc2c(oc(N)c2C#N)CO1	0.4
O=C(O)Cc1nc2nc3c(c(=O)n2[nH]1)CCCC3	-2.9
N#Cc1nc(Cc2cccc3ccccc23)oc1N1CCCCC1	-0.9
O=c1[nH]c(N2CCc3ccccc3C2)nc2c1CCC2	-5.7
COc1cccc(-c2ccc3c(N)c(C(=O)c4ccc(F)cc4)sc3n2)c1	-20.0
CC(=O)Nc1ccc(NC2=CC(=NS(=O)(=O)c3cccs3)c3ccccc3C2=O)cc1	-1.7
CCC(=O)c1c(O)c2ccccc2oc1=O	4.9
COc1ccc2nc(NC(=O)c3cc([N+](=O)[O-])ccc3Cl)sc2c1	-332.6
CCOC(=O)c1cnc2c(ccc3ccccc32)c1Nc1ccc(Cl)cc1	-3.2
CC(=O)c1cccc(NC(=O)C2CCN(S(=O)(=O)c3cccs3)CC2)c1	-2.0
O=C(c1ccc(N2CCNCC2)cc1)c1cccnc1	-2.9
CCCCC(=O)Nc1nccs1	-1.2
CCOc1ccc(C=Nc2ccc(-c3nc4ccccc4s3)cc2)cc1	1.3
O=C(NCc1ccccc1)c1cc(Nc2cccc(C(F)(F)F)c2)nc2ccccc12	-11.3
Cc1ccc(C)c(NC(=O)CSc2nccn2-c2cccc(C)c2C)c1	-2.3
O=C(CSc1nnnn1-c1ccccc1)Nc1ccc2c(c1)OCO2	-0.8
Cc1c(C(=O)N(C)Cc2ccccc2)sc2ncnc(N3CCC(C)CC3)c12	-2.9
